# Cycloheximide cs – affects cycloheximide protein synthesis inhibition readout, counter-screen; cell reporter, cycloheximide protein synthesis inhibition counterscreen; max response, %; 300,000 tested, 12% active; AID 2314; in the data active = max response mostly above about 13%, no sharp cut-off; inactive = mostly below about 14%; note: read at 38.3 µM for the half of the compounds with a filed dose; 0% is about no effect
# Pf growth 96h – inhibits malaria parasite growth, 96 h. P. falciparum luciferase reporter growth, 96 h. Potency, µM (highest dose often 28.7 µM), without a hit: top-dose activity change, negative = inhibition, hits mostly inhibitors. 320,000 tested, 6.9% active; note: potency is the fitted concentration of half-maximal effect; % is set by controls: 0 for no effect and ±100 for the full control effect
#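 Plates of compound plus infected erythrocytes (2% hematocrit, 0.05% parasitemia final) incubate 96 hours, 37 C, 5% CO2. Detection reagent added; reduced luminescence from the parasites' luciferase reporter flags inhibition.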
# Shiga inhibitor – inhibitors of Shiga toxin in Vero cells | Vero cells, Shiga toxin protein synthesis inhibition reporter | 290,000 tested, 9.2% active | inhibition, % at 38.7 µM; in the data active = inhibition mostly above about 28%, no sharp cut-off; inactive = mostly below about 43%; note: 0% is about no effect
# Giardia FBPA inh – inhibitors of Giardia lamblia fructose-1,6-bisphosphate aldolase | A8B2U2 | purified Giardia FBPA | Potency, µM (doses to about 59.6 µM), without a hit: at the highest dose activity, negative = inhibition, most hits filed as inhibitors | 290,000 tested, 0.71% active | AID 2451; note: potency is the fitted concentration of half-maximal effect; % is set by controls: 0 for no effect and ±100 for the full control effect; nearly all actives have a fitted effect of over 55% in size
# Target sequence (A8B2U2 whole entry, looked up): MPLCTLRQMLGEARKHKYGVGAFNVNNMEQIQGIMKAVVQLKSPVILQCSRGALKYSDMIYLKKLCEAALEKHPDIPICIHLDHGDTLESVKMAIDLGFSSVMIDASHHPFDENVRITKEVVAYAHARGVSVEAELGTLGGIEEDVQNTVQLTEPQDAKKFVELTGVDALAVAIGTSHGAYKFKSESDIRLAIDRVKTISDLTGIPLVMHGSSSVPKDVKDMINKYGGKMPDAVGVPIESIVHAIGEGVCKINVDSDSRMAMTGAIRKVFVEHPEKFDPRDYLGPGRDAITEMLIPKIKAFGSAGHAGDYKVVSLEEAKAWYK
#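 Giardia FBPA (40 nM reagent) was preincubated 10 min at RT with compound (up to 57.5 uM final), then substrate plus GAPDH/TPI/NAD/arsenate coupling system with diaphorase/resazurin was added; resorufin fluorescence (525/598 nm) was read after 20 min.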
# Sm TGR inh – blocks Schistosoma mansoni thioredoxin glutathione reductase. Q962Y6. purified TGR, DTNB reduction, TNB absorbance 405 nm. Potency, µM (titrated, usually from 114 µM), inactives show at the highest dose activity change, negative = inhibition, most hits filed as inhibitors. 360,000 tested, 3% active; note: potency is the fitted concentration of half-maximal effect; % is set by controls: 0 for no effect and ±100 for the full control effect; nearly all actives have a fitted effect of over 60% in size
#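 First, TGR (20 nM dispensed) and NADPH were mixed with compound. Second, a 15 min room-temperature incubation followed. Third, further NADPH and then DTNB were added to start the reaction. Finally, TNB absorbance was monitored kinetically.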
# Pf growth 48h – inhibits P. falciparum growth in the first generation, 48 h. P. falciparum luciferase growth in erythrocytes, 48 h. Potency, µM (titrated, usually from 28.7 µM), for inactives: top-dose activity change, negative = inhibition, most hits filed as inhibitors. 310,000 tested, 5.9% active; note: potency is the fitted concentration of half-maximal effect; % is set by controls: 0 for no effect and ±100 for the full control effect
#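 Read-out is firefly luciferase luminescence from an integrated reporter in P. falciparum, so falling signal marks reduced parasite growth. Infected erythrocytes were at 2% hematocrit and 0.1% parasitemia (final) in Albumax-supplemented RPMI 1640.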
# * marks the source's active call; other numbers are inactive results; ? = inconclusive; · = no result given; & = joins results of further samples; [ ] = another dose, or the depositor's remark. Unless noted, calls come from the whole dose curve; as a rule, active = well fitted curve in the direction sought with a large enough effect; inconclusive = small, poorly fitted or top-dose-only effect, or another doubt; inactive = no such curve, though single readings can be large; an effect the other way counts as inactive or inconclusive.
# Under each structure – Cycloheximide cs, Pf growth 96h, Shiga inhibitor, Giardia FBPA inh, Sm TGR inh, Pf growth 48h
CC(C)(C)NC(=O)C(OC(=O)Cn1nnc(-c2ccc(F)cc2)n1)c1ccncc1 (stereo not drawn)
→ -5, 9.3µM*, 3, -1%, -15%, 18%
Nc1c(C(=O)c2ccccc2)sc(Nc2ccccc2)c1S(=O)(=O)c1ccccc1
→ -2, ?, 10, 4%, 1%, ?
NC(=O)c1cc(S(=O)(=O)N2CCN(c3cccc(Cl)c3)CC2)cs1
→ 8, 1.2µM*, 2, 6%, 3%, -10%
CCn1cc(NC(=O)CCl)c(C)n1
→ 6, ?, 18, 2%, ?, ?
C/C(=N\Nc1nnc(-c2ccccc2)c(-c2ccccc2)n1)c1cccc([N+](=O)[O-])c1
→ 40, 4%, 89, -8%, -4%, 25%
COc1ccc(-n2cc(-c3ccccc3)nc2SC)cc1
→ 47*, 4%, 65*, -3%, 2%, 56%[activator]
CC1CCN(c2nc3ccccc3nc2C(C#N)C(=O)NC2CCCCC2)CC1 (stereo not drawn)
→ 9, 8%[5.75 µM], -5, -3%, -2%, -7%
O=C(CSc1cccc[n+]1[O-])Nc1ccc([N+](=O)[O-])cc1Cl
→ -6, -4%, -7, 5%, 4%, -18%
COc1ccc(-c2noc(N(C)CC(=O)Nc3cccc(C(F)(F)F)c3)n2)cc1
→ 21*, 6%, 36, -8%, -1%, 80%[activator]
CCOC(=O)c1c(NC(C)=O)sc2c(OC)cccc12
→ 4, 104%[activator], -10, ·, 12%, 25%
Cc1ccc(NC(=O)CS(=O)CC(=O)N(c2ccccc2F)C(C)C(=O)NC2CCCC2)cc1 (stereo not drawn)
→ -6, 26%, 15, -1%, -20%, -12%
O=C(N/N=C/c1ccco1)c1csc2c1CCCC2
→ 54*, 2%, 122*, -11%, 45µM*, ?
O=C(O)c1ccccc1Cc1ccccc1
→ -2, ·, -5, 8%, ·, ·
O=C(Cn1nnc(-c2ccc(F)cc2)n1)N1CCCCC1
→ 11, 0%, 29, 5%, ·, 9%
O=C1N/C(=N\S(=O)(=O)Cc2ccccc2)S/C1=C/c1cccc([N+](=O)[O-])c1
→ -2, ?, -4, 5%, -23%, ?
Cn1c(C(=O)NCc2ccccc2)cc2oc3ccccc3c21
→ 46*, ·, 85*, -8%, 7%, 72%[activator]
O=C(Nc1cccnc1)c1cnc2ccccc2n1
→ 13*, ?, 70*, -6%, -10%, 64%[activator]
CN(CCc1cnn(C)c1)C(=O)CCc1nnc(CCCc2ccccc2)o1
→ 17*, ?, 36*, -6%, 10%, -4%
COc1ccc(C)cc1NC(=O)CSCc1ccccc1C
→ 3, -30%, ·, 4%, 3%, -27%
CC(=O)c1ccc(N2CCN(CC(O)c3ccccc3)CC2)cc1 (stereo not drawn)
→ 5, 7%, 26, 2%, 5%, 16%
Cc1ccc(S(=O)(=O)N2CCOCC2)cc1C(=O)N1CCCC1
→ -1, 31%[activator], 16, -2%, 1%, 12%
O=C(O)c1cccc(N2C(=O)c3cccc4c(Cl)ccc(c34)C2=O)c1
→ -1, ?, 31, -2%, -10%, 27%
Cc1ccccc1NC(=O)C(Cl)=C(Cl)Cl
→ -1, -3%, 2, -3%, ·, -13%
C/C=C/C(=O)Nc1cccc(C(F)(F)F)c1
→ 1, 91%, -7, -2%, 5%, 26%
O=C(NCc1ccc(F)cc1)C(=O)NCC1OCCN1S(=O)(=O)c1cccs1 (stereo not drawn)
→ 1, 3%, -9, 4%, 0%, 5%
Cc1ccc(C(=O)NCC(=O)OC(C)C(=O)Nc2ccc(N(C)C)cc2)cc1C (stereo not drawn)
→ 9, 13%, 4, -5%, -1%, 39%[activator]
CC(=O)c1cccc(-n2c(CCC(=O)O)ccc2-c2ccccc2)c1
→ 40*, 3%, 75*, 10%, 18µM*, -12%
CCC(=O)N/C=C/n1cnc2cc(C(F)(F)F)ccc21
→ 9, 61%[activator], 15, 7%, 3%, 1%
CCn1c2ccccc2c2cc(NC(=O)COC(=O)c3cc(OC)c(OC)cc3OC)ccc21
→ -2, ?, -11, 1%, -12%, -14%
COc1ccc(Nc2nnc(-c3ccc(C)cc3)c3ccccc23)cc1C(=O)N1CCCCC1
→ -3, 1.2µM*, -7, -2%, -2%, 6.6µM*

# Ordered by count of non-hydrogen atoms (lowest first): some entries from above
# Under each structure – Cycloheximide cs, Pf growth 96h, Shiga inhibitor, Giardia FBPA inh, Sm TGR inh, Pf growth 48h
Cc1ccccc1NC(=O)C(Cl)=C(Cl)Cl
→ -1, -3%, 2, -3%, ·, -13%
Cc1ccc(S(=O)(=O)N2CCOCC2)cc1C(=O)N1CCCC1
→ -1, 31%[activator], 16, -2%, 1%, 12%
O=C(O)c1cccc(N2C(=O)c3cccc4c(Cl)ccc(c34)C2=O)c1
→ -1, ?, 31, -2%, -10%, 27%
O=C(NCc1ccc(F)cc1)C(=O)NCC1OCCN1S(=O)(=O)c1cccs1 (stereo not drawn)
→ 1, 3%, -9, 4%, 0%, 5%

# Other compounds follow.
# Under each structure – Cycloheximide cs, Pf growth 96h, Shiga inhibitor, Giardia FBPA inh, Sm TGR inh, Pf growth 48h
CN1CCN(C(=O)c2ccc3c(Cl)c4c(nc3c2)CCCC4)CC1
→ 15, 13µM*, 28, -1%, -32%, -30%
O=C(Nc1ccn(Cc2ccccc2)n1)c1cccc(Cn2cc([N+](=O)[O-])cn2)c1
→ -2, -43%, 21, -5%, -15%, -8%
O=[N+]([O-])c1ccc(O)c(/C=N/n2c(-c3ccccc3)n[nH]c2=S)c1
→ -1, -74%, ·, ?, -5%, 20%
CCC(=O)N(Cc1cc2cc(OC)ccc2[nH]c1=O)c1ccccc1C
→ -1, 8%, -2, 11%, 5%, 12%
CCNC(=O)Nc1cc(S(=O)(=O)Nc2ccc(OC)cc2)ccc1N1CCOCC1
→ ·, 42%[activator], ·, ·, -5%, -6%
Cc1ccc(/C=C/C(=O)c2ccccc(=O)c2O)cc1C
→ 51*, 9.3µM*, 77*, ?, 32µM*, 8.3µM*
N#CCC(=O)N/N=C/c1cn(Cc2ccc3ccccc3c2)c2ccccc12
→ 1, -1%, -11, 0%, 15%, ?
CC(=O)Oc1c(C)cc(O)c2ccccc12
→ 12, ?, 4, ?, 40µM*, ?
CCN(CC)C(=O)C1CCCN(c2ncnc3c2cnn3-c2ccc(Cl)cc2)C1 (stereo not drawn)
→ 23*, 92%[activator], 62*, -4%, 6%, 33%[activator]
CC1CCN(c2c([N+](=O)[O-])c(=O)n(-c3ccccc3)c3ccccc23)CC1
→ 8, 23%, -8, -2%, 9%, 1%
Cc1ccc(C(C(=O)NC2CCCCC2)N(C(=O)c2csnn2)C2CC2)o1 (stereo not drawn)
→ -1, 0%, 6, 2%, 10%, -3%
CC(=O)C1=C(O)C(=O)N(c2ccc(C(=O)O)cc2)C1c1ccc([N+](=O)[O-])cc1 (stereo not drawn)
→ 0, ?, -10, -12%, -10%, -1%
COc1ccc(-n2c(-c3ccco3)nc3c(cnn3-c3ccccc3C)c2=O)cc1
→ -3, ?, -5, -5%, 0%&-33%, ?
Cc1ccc(C2(C)NC(=O)N(CC(=O)Nc3ccc4[nH]c(=O)[nH]c4c3)C2=O)cc1 (stereo not drawn)
→ -5, 42%[activator], -4, -26%, 2%, -12%
C=CCn1c(C(CCCC)CC(O)COCCC)n[nH]c1=S (stereo not drawn)
→ 17, -6%, 14, ?, ·, -65%

# (list continues)
smiles	Cycloheximide cs	Pf growth 96h	Shiga inhibitor	Giardia FBPA inh	Sm TGR inh	Pf growth 48h
Cc1[nH]n(-c2ccc(C(=O)O)cc2)c(=O)c1CCO	-3	0%	-8	0%	1%	6%
Cc1cc(CN(C)C(=O)c2ccc3nc(Cc4ccccc4F)oc3c2)on1	46*	?	75*	·	-7%	2%
CN1CCN(S(=O)(=O)c2cccc(C(=O)N3CCc4ccccc43)c2)CC1	-2	-3%	14	2%	2%	8%
Cc1cc(C)c(S(=O)(=O)N2CCCC(C(=O)NCCC3=CCCCC3)C2)c(C)c1 (stereo not drawn)	-3	?	-13	0%	5%	?
O=C(c1ccc2c(c1)OCO2)N(c1ccccc1)C1C=CS(=O)(=O)C1 (stereo not drawn)	-2	32%[activator]	-14	8%	-6%	-4%
CNC(=O)c1ccc(NC(=O)C2CCN(c3ncnc4sc(C)c(C)c34)CC2)cc1	-1	?	-2	-1%	-27%	?
O=c1c2cnn(-c3ccccc3)c2ncn1Cc1ccco1	13	66%[activator]	-3	0%	-15%	·
O=C1C=C2C=C[C@H]3C[C@]2(O1)[C@@H]1CCCCN13	-2	?	-13	-3%	-15%	?
S=c1[nH]nc(CCc2nc3ccccc3[nH]2)n1-c1cccc(Cl)c1	-4	52%[activator]	17	-1%	15%	0%
NCCCCCc1nnc(SCC(=O)c2ccc(Cl)cc2)o1	-1	-9%	3	13%	0%	9%
CN(C)CCN1C(=O)C(O)=C(C(=O)c2cc3ccccc3o2)C1c1ccc(N(C)C)cc1 (stereo not drawn)	10	9.3µM*	14	-19%	?	54%[activator]
CCOc1ccc(C2CC(c3cccc(C)c3)n3nc(N)nc3N2)cc1 (stereo not drawn)	-6	72%[activator]	-13	3%	?	-7%
O=C(c1cc(-c2ccccc2Cl)nc2ccccc12)N1CCN(c2ccccc2O)CC1	·	4.1µM*	·	·	-4%	9.3µM*
COc1ccc(C(=O)Nc2ccc(C(=O)Nc3cccc(C)c3)cc2)cc1	-2	19%	-4	·	0%	14%
CC(C)C(NS(=O)(=O)c1ccc(-c2ccc(Br)cc2)cc1)C(=O)O (stereo not drawn)	7	·	6	24%	·	·
Cc1c(C=O)c2ccccn2c1C(=O)c1ccccc1Cl	-7	-19%	-15	-4%	-19%	-24%
Cn1c(CNc2ccc(F)cc2)nnc1SCC(=O)NNC(=O)Cc1ccccc1	6	355%[activator]	-17	-1%	·	1%
COCCNC(=O)c1c[nH]c2ccc(S(=O)(=O)N3CCOCC3)cc2c1=O	-2	8%	-10	7%	-2%	10%
Cc1oc(-c2ccccc2Cl)nc1CSCC(=O)NC1CCCC1	-1	?	-7	10%	-16%	·
O=C(N/N=C/c1ccc(Br)o1)c1ccc2c(c1)OCCO2	57*	8%	101*	-14%	-23%	57%[activator]
CC(=O)Nc1ccc(S(=O)(=O)N2CCC(C(=O)NCCc3c[nH]c4ccccc34)CC2)cc1	-2	?	-5	0%	4%	?
CC(C)c1ccc(CCNC(=O)c2ccc([N+](=O)[O-])cc2)cc1	-1	?	-2	6%	-8%	?
CC(OC(=O)c1ccco1)C(=O)NCc1cccs1 (stereo not drawn)	-4	12µM*	-4	-2%	1%	0%
COc1cc(CNCCc2ccccc2)cc(Cl)c1OCc1ccccc1	-10	150%[activator]	-19	-2%	5%	8.3µM*

# Whole records, looked up by structure. Screens in order: Cycloheximide cs, Pf growth 96h, Shiga inhibitor, Giardia FBPA inh, Sm TGR inh, Pf growth 48h
# O=C(NCc1ccc(F)cc1)C(=O)NCC1OCCN1S(=O)(=O)c1cccs1 (stereo not drawn) in the list: 1, 3%, -9, 4%, 0%, 5%
# COc1ccc(C(=O)Nc2ccc(C(=O)Nc3cccc(C)c3)cc2)cc1 in the list: -2, 19%, -4, ·, 0%, 14%
# NCCCCCc1nnc(SCC(=O)c2ccc(Cl)cc2)o1 in the list: -1, -9%, 3, 13%, 0%, 9%
# CCn1cc(NC(=O)CCl)c(C)n1 in the list: 6, ?, 18, 2%, ?, ?
# O=C(Nc1ccn(Cc2ccccc2)n1)c1cccc(Cn2cc([N+](=O)[O-])cn2)c1 in the list: -2, -43%, 21, -5%, -15%, -8%
